# Screening results deposited in PubChem by Dana-Farber Cancer Institute and Novartis Institutes for BioMedical Research (Cambridge, Mass).
# OTUD3 inh – inhibitors of human OTUD3 deubiquitinase; 47,000 tested, 0.7% active; purified OTUD3, Ub-rhodamine fluorescence, 2 h; OTU domain-containing protein 3 (Homo sapiens), Q5T2D3; AID 1645858, 2021; inhibition, % at 25 µM
# UCHL1 block – inhibitors of human UCHL1 deubiquitinase; 47,000 tested, 0.2% active; AID 1645859, 2021; inhibition, % at 20 µM; purified UCHL1, Ub-rhodamine cleavage fluorescence
# USP28 inh – inhibitors of human USP28 deubiquitinase | Ubiquitin carboxyl-terminal hydrolase 28 (Homo sapiens), Q96RU2 | purified USP28, Ub-rhodamine cleavage fluorescence, 30 min | inhibition, % at 25 µM | 47,000 tested, 3% active
# Target sequence (Q96RU2 whole entry, looked up): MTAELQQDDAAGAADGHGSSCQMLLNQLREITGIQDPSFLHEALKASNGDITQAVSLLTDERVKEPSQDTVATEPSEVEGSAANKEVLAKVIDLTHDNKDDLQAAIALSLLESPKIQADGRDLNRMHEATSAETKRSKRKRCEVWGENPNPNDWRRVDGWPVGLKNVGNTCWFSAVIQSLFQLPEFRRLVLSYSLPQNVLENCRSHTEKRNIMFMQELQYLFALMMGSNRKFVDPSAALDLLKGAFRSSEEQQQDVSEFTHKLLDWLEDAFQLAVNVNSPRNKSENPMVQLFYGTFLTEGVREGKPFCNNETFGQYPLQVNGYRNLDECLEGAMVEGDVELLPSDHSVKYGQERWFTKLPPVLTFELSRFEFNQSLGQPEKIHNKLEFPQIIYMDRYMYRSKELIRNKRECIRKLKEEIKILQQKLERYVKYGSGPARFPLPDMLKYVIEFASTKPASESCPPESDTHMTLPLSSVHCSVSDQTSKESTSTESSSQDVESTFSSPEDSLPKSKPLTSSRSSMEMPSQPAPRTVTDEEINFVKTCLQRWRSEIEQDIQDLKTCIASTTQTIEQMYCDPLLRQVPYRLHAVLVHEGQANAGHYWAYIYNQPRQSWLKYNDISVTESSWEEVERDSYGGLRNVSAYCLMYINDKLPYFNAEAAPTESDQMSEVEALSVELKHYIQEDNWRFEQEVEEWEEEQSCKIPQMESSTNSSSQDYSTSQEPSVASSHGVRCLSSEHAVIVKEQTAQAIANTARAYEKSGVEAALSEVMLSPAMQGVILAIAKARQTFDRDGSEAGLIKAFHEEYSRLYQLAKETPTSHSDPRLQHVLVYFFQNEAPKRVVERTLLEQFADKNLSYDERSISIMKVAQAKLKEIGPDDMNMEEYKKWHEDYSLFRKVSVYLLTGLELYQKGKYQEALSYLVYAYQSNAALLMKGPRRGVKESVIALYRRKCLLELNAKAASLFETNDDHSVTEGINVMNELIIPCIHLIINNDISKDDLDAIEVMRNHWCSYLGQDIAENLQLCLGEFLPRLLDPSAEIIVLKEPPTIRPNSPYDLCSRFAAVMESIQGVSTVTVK
# USP8 block – inhibitors of human USP8 deubiquitinase; purified USP8, Ub-rhodamine cleavage fluorescence, 30 min; inhibition, % at 20 µM; Ubiquitin carboxyl-terminal hydrolase 8 (Homo sapiens), P40818; 47,000 tested, 4.2% active
# USP10 inh – inhibitors of human USP10 deubiquitinase; purified USP10, Ub-rhodamine fluorescence, 60 min; 47,000 tested, 1.1% active; Ubiquitin carboxyl-terminal hydrolase 10 (Homo sapiens), Q14694; AID 1645856, 2021; inhibition, % at 20 µM
# USP7 block – inhibitors of human USP7 deubiquitinase; AID 1645854, 2021; Ubiquitin carboxyl-terminal hydrolase 7 (Homo sapiens), Q93009; inhibition, % at 20 µM; 47,000 tested, 0.3% active; purified USP7, Ub-rhodamine cleavage fluorescence
# USP30 inh – inhibitors of human USP30 deubiquitinase. inhibition, % at 25 µM. purified USP30, Ub-rhodamine cleavage fluorescence. Ubiquitin carboxyl-terminal hydrolase 30 (Homo sapiens), Q70CQ3. 47,000 tested, 5.3% active
# USP17 block – inhibitors of human USP17 deubiquitinase; AID 1645855, 2021; inhibition, % at 50 µM; Ubiquitin carboxyl-terminal hydrolase 17-like protein 5 (Homo sapiens), A8MUK1; purified USP17, Ub-rhodamine cleavage fluorescence, 3 h; 47,000 tested, 6.5% active
# * hit, by the source's call; i = inactive; x = no result given. No stated cut-off is given here; in the data, active means inhibition above about 30%; inactive means the rest.
# Sample of the layout (2 entries):
OTUD3 inh,UCHL1 block,USP28 inh,USP8 block,USP10 inh,USP7 block,USP30 inh,USP17 block,structure
-18,-5,-25,-13,-7,-17,-22,-50,Cc1c(S(=O)(=O)c2ccccc2)c(-n2cccc2)n(CCCn2ccnc2)c1C
-3,1,-8,-8,0,-1,-7,-16,NC(=O)c1cc2ccccc2nc1C1CCN(C(=O)Cc2ccsc2)CC1

# The whole of this part, previewed entries included:
OTUD3 inh,UCHL1 block,USP28 inh,USP8 block,USP10 inh,USP7 block,USP30 inh,USP17 block,structure
-18,-5,-25,-13,-7,-17,-22,-50,Cc1c(S(=O)(=O)c2ccccc2)c(-n2cccc2)n(CCCn2ccnc2)c1C
-3,1,-8,-8,0,-1,-7,-16,NC(=O)c1cc2ccccc2nc1C1CCN(C(=O)Cc2ccsc2)CC1
12,0,21,22,2,2,24,8,O=C(Cn1c(=O)n(Cc2ccc3c(c2)OCO3)c(=O)c2ccccc21)NCC1CCCO1 (stereo not given)
6,0,17,29,2,-3,0,28,Cc1nc(N2CCC(C)CC2)nc2c1C(=O)CC(c1ccco1)C2 (stereo not given)
0,-3,9,-5,1,2,-9,-11,Cc1cc(NC(=O)C2CCC3(CC2)CN(C)C(=O)c2ccccc2O3)nn1C (stereo not given)
8,5,7,-46,0,4,5,x,Cc1cc(NCc2ccccn2)n2nc(-c3ccccc3)c(C)c2n1
2,2,6,18,2,7,24,5,Cc1c(Cl)cccc1NC(=O)NC1Cc2ccccc2C1
12,2,10,9,-2,4,15,14,COc1cccc(Cn2nc3n(C(C)C)c(=O)c4ccc(C(=O)NC(C)C)cc4n3c2=O)c1
-22,-12,-17,-20,-6,-8,-100,-31,Cn1cnc2c(C(=O)NCc3cccc(F)c3)nn(-c3ccccc3)c2c1=O
-227,-96,-241,-239,-4,-103,i,-170,CN1CCN(c2ccc3nc(-c4ccccc4)c(-c4ccccc4)nc3c2)CC1
12,0,-1,18,-3,1,6,2,O=C(NCC1CCCCC1)C1CCN(c2cnc(N3CCCC3)nc2)CC1
-5,-3,-7,-14,-2,-6,-4,0,CCN(Cc1ccc2c(c1)OCO2)C(=O)Cn1cnc2c(cnn2-c2ccccc2)c1=O
0,-1,-4,-70,0,-3,-18,-11,COc1ccc(OCC(=O)N2CCC(c3nc4ccccc4cc3C(N)=O)CC2)cc1
9,2,2,-130,0,5,14,-16,CC1CCN(C(=O)[C@@H]2CC[C@@H]3[C@@H](CCN3Cc3cnn(C)c3)O2)CC1
-157,-59,-193,-189,-2,-71,i,-134,O=C(c1ccc(F)cc1)[C@@H]1[C@H](C(=O)Nc2ccc(Cl)cc2)N2c3ccccc3C=CC2[C@@]12C(=O)Nc1ccccc12 (stereo not given in full)
17,3,3,18,-2,0,17,x,COc1ccc(CC(=O)N2CC(=O)Nc3ccc(C)cc3C2c2ccc(F)cc2)cc1OC (stereo not given)
-9,-2,-15,11,6,0,9,46*,COc1ccc(Cl)cc1C(=O)Nc1cc(C)cc(C)n1
-4,-2,-14,-6,1,0,-6,-8,O=c1oc2ccccc2c(N2CCN(c3ccccn3)CC2)c1CN1CCCC1
14,0,2,19,2,-3,8,2,Cc1noc(C)c1CC(=O)Nc1cccn2nc(C3CC3)nc12
14,5,15,12,-1,6,31*,9,Cn1c(=O)c2c(nc(CN3CCN(c4ccccc4F)CC3)n2Cc2ccccc2Cl)n(C)c1=O
-27,2,28,0,-9,-4,-42,-17,COc1ccc(N(C)S(=O)(=O)c2ccc(Cl)c(C(=O)Nc3cccc(C(C)=O)c3)c2)cc1
9,4,-1,-25,-1,-11,6,-3,COc1ccc(C(CNC(=O)COc2cccc(Cl)c2)N2CCCC2)cc1 (stereo not given)
0,4,x,-5,-2,5,x,-5,CN1C(=O)COc2ccccc2C/C=C/C[C@H]2NCCC[C@H]21
13,1,17,-10,0,7,20,0,CC(=O)N1c2ccc(S(=O)(=O)NCC3CCC(C(=O)NCc4ccccn4)CC3)cc2CC1C (stereo not given)
10,0,-3,-1,0,1,10,-3,O=C(O)COCC(=O)Nc1cc(C(F)(F)F)ccc1N1CCCC1
5,-1,2,-6,-3,3,2,6,CCOc1ccccc1NC(=O)c1cc(C2CC2)n2nccc2n1
-2,-7,-23,-6,-4,-6,-70,-22,Cc1nc(NCc2ccco2)nc2c1COCC21CCN(C(=O)C(C)(C)C)C1 (stereo not given)
5,4,15,20,-1,9,-8,5,Cc1cccc(-n2ccc3nc(N4CCc5ccccc5C4)ncc3c2=O)c1
-3,-5,-6,-39,0,-2,2,-5,CCOC(=O)c1cc(NC(=O)c2cccnc2)ccc1N1CCOCC1
5,6,23,-107,5,-43,0,-1,CC(=O)c1ccc(NC(=O)CSc2nnc(Cc3ccccc3)n2C2CCCCC2)cc1

# Some of the entries so far, with bars between the fields:
Compound | OTUD3 inh | UCHL1 block | USP28 inh | USP8 block | USP10 inh | USP7 block | USP30 inh | USP17 block
NC(=O)c1cc2ccccc2nc1C1CCN(C(=O)Cc2ccsc2)CC1 | -3 | 1 | -8 | -8 | 0 | -1 | -7 | -16
O=C(Cn1c(=O)n(Cc2ccc3c(c2)OCO3)c(=O)c2ccccc21)NCC1CCCO1 (stereo not given) | 12 | 0 | 21 | 22 | 2 | 2 | 24 | 8
Cc1nc(N2CCC(C)CC2)nc2c1C(=O)CC(c1ccco1)C2 (stereo not given) | 6 | 0 | 17 | 29 | 2 | -3 | 0 | 28
Cc1cc(NC(=O)C2CCC3(CC2)CN(C)C(=O)c2ccccc2O3)nn1C (stereo not given) | 0 | -3 | 9 | -5 | 1 | 2 | -9 | -11
Cc1cc(NCc2ccccn2)n2nc(-c3ccccc3)c(C)c2n1 | 8 | 5 | 7 | -46 | 0 | 4 | 5 | x

# Carrying on:
OTUD3 inh,UCHL1 block,USP28 inh,USP8 block,USP10 inh,USP7 block,USP30 inh,USP17 block,structure
10,0,1,0,2,3,-7,7,CC(C)C(=O)N1C[C@@H]2C[C@]2(c2ccccc2)C(=O)c2ncccc21
9,3,13,19,-3,4,17,2,O=C(CCNS(=O)(=O)c1ccc2c(c1)CCC(=O)N2)Nc1ccc(Br)cc1
0,0,4,-4,0,-5,-5,-10,O=C(Nc1cnn(-c2ncncc2N2CCCCC2)c1)C1CCCCC1
-7,-1,-6,-2,-6,-2,-14,-3,CCc1cccc(NC(=O)Cn2c(C)cc(-c3nnc(C)o3)c2C)c1
-8,3,-25,11,5,5,-22,0,Cc1ccccc1Sc1ccc(NC(=O)c2ccc(F)cc2)cc1C#N
1,5,8,8,3,5,18,8,Cc1ccc(S(=O)(=O)N2CCCCC2)cc1NC(=O)COC(=O)Cc1ccc(Cl)cc1
4,-2,2,6,-1,-62,3,3,O=C(C1CCCC1)N1CCCC1c1cccc(Cc2cccc(F)c2)n1 (stereo not given)
-59,-7,-91,-83,-8,-8,-310,-80,Cc1nnc2c(NCCCN3CCN(c4ccccc4F)CC3)nc3ccccc3n12
6,2,8,2,1,3,16,1,CC1=C2C(=O)[C@H]3CC[C@@H](C)[C@]2(CC1=O)C3(C)C
-4,4,0,2,7,5,0,x,CC(C)c1nnc(-c2ccc(=O)n(CC(=O)Nc3ccccc3)c2)o1
14,0,27,-23,2,2,13,-2,Cc1cccc(C(=O)Nc2nnc3n2CCCS3)c1
0,-3,2,6,-4,-1,25,7,COc1ccc(N=c2oc3cc(O)ccc3cc2C(=O)Nc2ccc(C)cn2)cc1OC
4,8,4,13,17,-116,10,3,COc1ccc(C(C)(C)C)cc1NS(=O)(=O)c1ccc(Cl)cc1F
6,0,5,-3,0,1,6,-1,Cn1cncc1C(=O)N[C@@H]1C[C@@H](Oc2cccc(F)c2)[C@H](O)[C@H]1N1CCCC1
3,5,8,8,6,6,4,7,O=C(NC1CCCC1)c1cn(-c2ccccc2)nc1-c1ccc(F)cc1
-18,-4,-15,-3,0,-39,-16,-13,Cc1cc(=O)n2c(n1)NC(N1CCCCC1)=NC2c1ccc(Cl)cc1 (stereo not given)
-6,-1,-18,-15,-8,0,-25,12,O=C(NCc1ccc2c(c1)OCO2)c1cn(-c2cc(N3CCOCC3)ncn2)cn1
-14,0,-2,-14,-3,-12,-31,-10,Cn1nc(-c2nc(-c3ccc(F)cc3)no2)c2c1CCN(C(=O)C1CCC1)C2
-97,-10,-128,-61,-7,-14,-355,-126,Cc1nc(C2CCCN2c2nnc(C)c3ccccc23)nc2c1CCC(=O)N2C (stereo not given)
6,-1,4,-56,0,1,-8,-4,O=C(Nc1nc(C(=O)N2CCN(c3ccccc3F)CC2)co1)c1ccccc1
8,3,5,1,6,7,12,11,CC1CC(=O)Nc2cc(S(=O)(=O)Nc3ccccc3Cl)ccc2S1 (stereo not given)
-155,-68,-116,-56,-11,-78,i,-87,COc1cc(C2C(C(C)=O)N3c4cc(C)ccc4C=CC3C23C(=O)c2ccccc2C3=O)cc(OC)c1OC (stereo not given)
-16,0,-12,16,2,7,22,39*,CN1C(=O)Cc2cc(S(=O)(=O)N3CCC(c4ccncc4)CC3)ccc21
-7,0,-4,7,0,0,-1,2,CNc1nc2c(c(=O)n1Cc1ccccc1)CCN(C(=O)Nc1ccccc1)C2
-12,-7,-6,-14,0,-4,12,-28,O=C(CSc1ccc2nnc(-c3ccc(Cl)cc3)n2n1)N1CCCCC1
0,-1,-10,0,0,-1,-16,0,O=C(COc1ccc2c3c(c(=O)oc2c1)CCC3)Nc1ccccc1N1CCOCC1
-9,1,-13,2,-2,3,-20,20,Cc1cc(NC(=O)c2ccc(C(=O)Nc3cc(C)on3)s2)no1
9,0,2,7,3,0,3,5,CCOc1ccccc1NC(=O)c1cnc(N2CCCCC2)nc1C
8,2,10,4,9,6,28,44*,CCC(=O)NC(=NCCc1c[nH]c2ccc(Cl)cc12)Nc1nc(C)cc(C)n1
-6,0,-10,-36,-1,-4,4,-9,Cc1nnc2n(C3CCCCC3)c(=O)c3c4c(sc3n12)COC(C)(C)C4
13,7,85*,25,9,11,46*,21,CCCCOc1ccc(C(=O)Nc2ccc3c(c2)CCC(=O)N3CCC)cc1
6,8,9,8,5,8,25,8,CC(C)(C)C(=O)CSc1nnc(-c2ccccn2)s1
5,1,-7,-21,5,-6,i,0,Cc1ccc(CNC(=O)C2CCCN(S(=O)(=O)N(C)C3CCCCC3)C2)cc1 (stereo not given)
14,3,7,22,6,3,37*,22,Cc1cc(C)c2nc(N3CCCC(C(=O)NCc4cccc(F)c4)C3)sc2c1 (stereo not given)
-16,-2,-17,5,2,-2,0,-39,CCN1CCn2c(nc3cc(C(=O)NC4CCCCCC4)ccc32)C1=O
1,-5,-2,8,0,-4,0,-4,Cc1ccccc1C(=O)NCc1noc(C2CCCCC2)n1
-9,-8,-20,-156,-4,-4,-51,-34,CC(C)CN1C[C@@]23CN(C(=O)c4cnccn4)C[C@@H](C[C@@H]2S1(=O)=O)O3
-6,4,4,6,-1,8,83*,x,COc1ccc(-c2cnnn2-c2ccc(NC(=O)c3c(F)cccc3F)cc2)cc1OC
6,-2,17,-307,2,3,6,2,O=C(Nc1nnc2n1CCCS2)c1ccc(C(F)(F)F)cc1
13,3,0,8,9,-7,13,18,COc1ccc(S(=O)(=O)N(Cc2ccc3c(c2)CCO3)C2CC2)cc1
6,-2,0,-37,-2,-1,0,-4,Cn1cc(-c2cnc3n2CCC32CCN(S(=O)(=O)c3ccccc3C#N)CC2)cn1
-26,0,-2,-4,-4,-25,-6,10,COc1ccccc1-c1noc(-c2nn(-c3ccc(C)c(C)c3)ccc2=O)n1
10,0,10,18,0,3,12,5,Cc1ccc(NC(=O)N2CC[C@H]3COC(=O)N(C)[C@@H]3C2)cc1
1,3,1,-85,18,1,-15,-27,CC(OC(=O)c1cc(S(=O)(=O)Nc2ccc(S(C)(=O)=O)cc2)ccc1Cl)C(=O)Nc1ccc([N+](=O)[O-])cc1C(F)(F)F (stereo not given)
-4,-14,1,-10,-4,-8,2,1,Cc1cc(C)c2c(=O)n(C(=O)c3cccs3)sc2n1
-7,-3,-5,-1,1,-39,-35,-32,Cc1ccc(C(=O)OCC(=O)NCCc2ccc(F)cc2)cc1S(=O)(=O)N1CCOCC1
16,12,38*,15,10,17,49*,20,CCCCCCCCCCCCCCCCCC(=O)N[C@@H]1C[C@@H](O)[C@@H](O)NC(=O)[C@@H]2[C@@H](O)[C@@H](C)CN2C(=O)[C@H]([C@@H](C)O)NC(=O)[C@H]([C@H](O)[C@@H](O)c2ccc(O)cc2)NC(=O)[C@@H]2C[C@@H](O)CN2C(=O)[C@H]([C@@H](C)O)NC1=O
-10,-4,-7,-8,-4,-4,-6,0,COCCCNc1ccc(-c2ccc(C)c(S(=O)(=O)N3CCCCC3)c2)nn1
4,-1,2,-17,4,4,26,20,CCc1ccc(NC(=O)COc2ccc(-c3nc(CC)no3)cc2)cc1

# Outcome played no part in choosing rows; any-hit rate near 13%.
